Compound activity (PubChem)
FadD28 binding: M. tuberculosis FadD28 bisubstrate binding inhibition; FadD28 bisubstrate probe binding, fluorescence polarization; inhibition, % at 12.5 µM; 360,000 tested, 0.22% active; in the data active = inhibition above about 8.5%, passing the limit was not always enough; inconclusive = no clear call, values can overlap the other calls
BoNT A protease: inhibitors of Botulinum neurotoxin A light chain protease. multiplex microsphere protease substrate cleavage, flow cytometry. inhibition, % at 10 µM. 360,000 tested, 0.17% active. AID 588499; also: plate controls were buffer without enzyme for full effect and enzyme alone for no effect
BoNT F protease: BoNT F light chain protease inhibition; Multiplex microsphere protease cleavage assay, flow cytometry; inhibition, % at 10 µM; 360,000 tested, 0.22% active; AID 588497; in the data active = inhibition above about 35%, passing the limit was not always enough; inconclusive = no clear call, values can overlap the other calls; also: plate controls were buffer without enzyme for full effect and enzyme alone for no effect
CCHFV vOTU inh: CCHFV vOTU protease inhibition; Pep-AMC fluorescence; inhibition, % at 11.5 µM; 370,000 tested, 0.55% active; AID 651958; in the data active = inhibition above about 30%; also: 0% = vehicle wells with enzyme and 100% = no enzyme wells
PrPC surface inh: inhibitors of human cell surface prion protein PrPC | P04156 | TR-FRET read-out | inhibition, % at 13.8 µM | 370,000 tested, 0.43% active | AID 720596; in the data active = inhibition above about 24%; also: 0% = median of the test wells and 100% = reference compound wells
PfHsp40 rescue: rescue of PfHsp40-mediated yeast toxicity; S. cerevisiae expressing PfHsp40, growth rescue, ATP luminescence; growth rescue, % at 12.5 µM; 340,000 tested, 0.68% active; in the data active = growth rescue above about 28%, passing the limit was not always enough; inconclusive = no clear call, values can overlap the other calls;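 also: yeast W303a lacking pdr1 and pdr3 grown in galactose medium; growth measured after three days at 30 °C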
Anthrax LF prot: blocks Bacillus anthracis lethal factor protease. 360,000 tested, 0.12% active. inhibition, % at 10 µM. multiplex microsphere protease cleavage assay, LF. AID 588501. P15917; also: plate controls were buffer without enzyme for full effect and enzyme alone for no effect
Target sequence (P15917 whole entry, looked up): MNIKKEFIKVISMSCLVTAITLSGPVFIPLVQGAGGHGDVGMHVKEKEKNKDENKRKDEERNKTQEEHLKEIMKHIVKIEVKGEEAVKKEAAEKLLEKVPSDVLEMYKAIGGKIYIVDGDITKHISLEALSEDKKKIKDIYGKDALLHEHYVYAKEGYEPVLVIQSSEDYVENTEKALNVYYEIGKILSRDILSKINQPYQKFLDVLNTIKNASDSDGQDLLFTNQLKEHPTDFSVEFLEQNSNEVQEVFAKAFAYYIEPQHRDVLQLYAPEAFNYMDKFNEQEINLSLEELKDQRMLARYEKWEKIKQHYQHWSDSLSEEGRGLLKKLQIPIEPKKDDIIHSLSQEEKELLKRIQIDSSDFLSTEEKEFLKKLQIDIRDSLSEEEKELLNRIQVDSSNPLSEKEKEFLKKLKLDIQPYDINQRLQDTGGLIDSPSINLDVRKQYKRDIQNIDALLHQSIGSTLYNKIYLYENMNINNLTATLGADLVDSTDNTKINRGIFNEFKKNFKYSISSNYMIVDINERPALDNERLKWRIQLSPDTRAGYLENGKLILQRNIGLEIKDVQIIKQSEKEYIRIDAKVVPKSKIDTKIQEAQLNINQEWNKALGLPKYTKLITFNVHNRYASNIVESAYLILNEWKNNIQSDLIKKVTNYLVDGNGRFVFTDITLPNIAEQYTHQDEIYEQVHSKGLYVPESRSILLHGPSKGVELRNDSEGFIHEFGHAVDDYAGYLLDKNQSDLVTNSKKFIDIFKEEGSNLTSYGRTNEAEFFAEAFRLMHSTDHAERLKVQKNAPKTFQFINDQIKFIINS
Y pestis TopoI: Y. pestis Topo-I inhibition via cleavage products; Y. pestis Topo-I cleavage product accumulation, plate reader; activity, % at 10 µM; 360,000 tested, 0.064% active; AID 504884; in the data active = activity above about 50%, passing the limit was not always enough; inconclusive = no clear call, values can overlap the other calls; also: inactives centre near 2
TcdB inh: blocks C. difficile toxin B glycohydrolase activity. 350,000 tested, 0.24% active. inhibition, % at 9.99 µM. AID 652162. TcdB glycohydrolase enzymatic assay, plate reader; in the data active = inhibition above about 10%
* = called active by the depositor; ? = inconclusive; . = no result given; & = joins results of further samples. Rule as the data show it, unless noted: active = inhibition above about 30%; inconclusive = no clear call, values can overlap the other calls; inactive = below that. Random draw from the library; any-hit rate near 2.3%.

1) COC(=O)c1[nH]c2ccccc2c1NC(=O)CCN1CCSCC1
2) C=C(C)Cn1c(=S)[nH]c2ccccc2c1=O
3) CCc1ccc(NC(=O)NNC(=O)c2cc3ccccc3cc2O)cc1
4) CC1CC(C)(C)NC(=S)N1CCC(=O)Nc1ccc2c(c1)OCCO2 (stereo not given)
5) CC(C)CN(C(=O)COC(=O)c1cncc(Br)c1)c1c(N)n(Cc2ccccc2)c(=O)[nH]c1=O
6) O=C(Nc1cnc2ccccc2c1)c1ccco1
7) CCN(CC)c1ccc(/C=N/NC(=O)C(O)c2ccccc2)cc1 (stereo not given)
8) CCOC(=O)C1CCCN(c2cc(=O)n(-c3ccccc3Cl)c(=O)[nH]2)C1 (stereo not given)
screen / no.	1	2	3	4	5	6	7	8
FadD28 binding	0.0	-3.2	-2.3	-3.1	-2.1	-4.8	3.2	-2.8
BoNT A protease	0.3	0.2	-4.0	-2.4	9.3	-0.1	-0.7	-0.4
BoNT F protease	3	-4	-13	-4	5	-5	-3	-12
CCHFV vOTU inh	-2	-9	-1	-6	-7	6	-37	2
PrPC surface inh	1	5	3	5	-3	-9	1	-6
PfHsp40 rescue	0.1	-0.1	-0.3	1.4	0.6	0.0	0.9	-0.4
Anthrax LF prot	-15	-4	-5	-1	8	1	0	-12
Y pestis TopoI	2	-12	3	21	6	-6	-7	-4
TcdB inh	.	.	1.8	0.7	0.4	.	0.3	1.1

9) COc1ccc(N2CC(C(=O)N[C@H](C(=O)NC(C)c3ccccc3)C(C)C)CC2=O)cc1 (stereo not given in full)
10) Cc1ccc(Oc2ncccc2/C=N/O)cc1
11) Cc1ccccc1C1CC(c2ccc(Br)cc2)Nc2nc(N)nn21 (stereo not given)
12) C[C@]12CCC3C(CC[C@H]4C[C@@H](O)CC[C@]34C)C1CC[C@@H]2N (stereo not given in full)
13) O=C(NC(=S)Nc1ccc(CN2CCOCC2)cc1)c1cccc([N+](=O)[O-])c1
14) Cc1c(CC(=O)O)c(=O)oc2cc3occ(-c4ccccc4)c3cc12
15) CCOc1ccc(C(=O)NCC2CCCN2S(=O)(=O)c2cccs2)cc1 (stereo not given)
16) CC1(C)CC(=O)C(C=NCCN2CCN(C3CC(=O)N(c4ccc(Cl)c(Cl)c4)C3=O)CC2)=C(O)C1 (stereo not given)
screen / no.	9	10	11	12	13	14	15	16
FadD28 binding	-2.1	-3.6	-1.4	-2.9	-0.3	-0.8	-0.5	-2.4
BoNT A protease	-0.6	-1.3	0.4	0.7	-0.1	1.6	0.4	-0.2
BoNT F protease	0	-30	-13	3	2	8	4	-1
CCHFV vOTU inh	9	5	3	-3	-2	-3	7	-13
PrPC surface inh	3	-2	-2	-5	-11	2	11	-4
PfHsp40 rescue	0.7	-1.6	1.1	-0.8	-0.6	-1.0	-0.9	4.7
Anthrax LF prot	0	1	-9	-5	-4	7	3	-3
Y pestis TopoI	-9	-4	-6	1	-12	9	1	-7
TcdB inh	0.7	.	0.2	0.3	.	0.2	1.0	-0.2

17) C[C@@H]1CN([C@H](C)CO)C(=O)CCCn2nncc2CO[C@H]1CN(C)C(=O)c1ccccc1
18) COc1ccc(OC)c2c1sc(=NC(=O)c1cccc(N3C(=O)CCC3=O)c1)n2C
19) Clc1ccc(OCCCc2nc(-c3ccncc3)no2)c(Cl)c1
20) CCn1c(SCC(=O)Nc2ccc(S(N)(=O)=O)cc2)nnc1-c1ccccc1OC
21) NC(=O)COC(=O)CCCSc1nc2ccccc2s1
22) Cc1cccc(N2CCN(S(=O)(=O)c3c(C(=O)N4CCCCC4)c(C)n(C)c3C)CC2)c1C
23) C[C@H](CO)N1C[C@H](C)[C@@H](CN(C)C(=O)c2ccccc2)OCc2cnnn2CCCC1=O
24) Clc1ccc(OCCCN2CCCC2)cc1Cl
screen / no.	17	18	19	20	21	22	23	24
FadD28 binding	-4.1	-4.6	-6.0	-1.4	-1.2	-3.8	-3.3	-0.6
BoNT A protease	-0.1	-0.4	1.0	-0.4	-0.2	-2.2	-0.4	0.2
BoNT F protease	-2	3	5	9	-1	-1	-3	-9
CCHFV vOTU inh	-6	3	11	-8	-7	7	11	6
PrPC surface inh	-4	-1	13	-3	4	-1	-4	9
PfHsp40 rescue	.	-1.2	-0.2	-0.5	-0.4	1.2	.	-0.6
Anthrax LF prot	-1	-2	-2	3	1	0	1	-1
Y pestis TopoI	-2	-1	17	-7	-1	22	-5	4
TcdB inh	1.2&0.7	0.1	.	.	0.8	0.7	0.8&1.7&0.2	.

25) CCc1cc(C(=O)O)c(NC(=O)/C=C/c2ccc(OC)cc2)s1
26) Cc1ccccc1COC(=O)CCC1=NS(=O)(=O)c2ccccc2N1
27) CSCC[C@H](NC(=O)OC(C)(C)C)C(=O)N/N=C/c1cccc2nccnc12
28) O=C(NNC(=O)C12CC3CC(CC(C3)C1)C2)c1ccccn1
29) COC(=O)CN(c1nc(C)c(Br)c(OC)n1)S(=O)(=O)c1ccccc1
30) O=C(CN(c1ccccn1)S(=O)(=O)c1ccc(F)cc1)Nc1ccccc1
31) c1ccn2c(SCc3ccc4c(c3)OCO4)nnc2c1
32) CC(NC(=O)c1ccco1)C(c1cccs1)N1CCN(c2ccccc2)CC1 (stereo not given)
screen / no.	25	26	27	28	29	30	31	32
FadD28 binding	-0.4	-0.2	-2.9	1.5	-0.7	-4.1	4.1	-3.9
BoNT A protease	-0.5	-0.3	.	-0.8	-4.3	-0.2	0.2	-0.2
BoNT F protease	1	-4	.	?	4	0	-4	2
CCHFV vOTU inh	4	-10	3	-10	0	-10	-6	2
PrPC surface inh	-4	3	0	23	6	1	-4	-1
PfHsp40 rescue	-1.2	-0.4	0.6	-2.1	-0.6	-0.2	-0.4	0.1
Anthrax LF prot	-5	0	.	8	-24	1	0	-8
Y pestis TopoI	-11	3	-1	0	33	-7	-6	14
TcdB inh	-0.1	-0.3	2.8	0.3	1.3	1.1	.	0.5

33) Oc1cc2c(cc1CN1CCN(c3ccccc3F)CC1)OCO2
34) CCN(CC)CCCNC(=O)COc1ccc2oc3c(c2c1)CCCC3
35) CCc1ccc(/C=C2\Oc3cc(OC(=O)N4CCOCC4)ccc3C2=O)cc1
36) O=C(Nc1cccn(Cc2c(Cl)cccc2Cl)c1=O)c1ccccc1Cl
37) O=C(O)CCCCCCCCc1cn(CN2C(=O)c3ccccc3C2=O)nn1
38) COc1cccc(-c2cc(NC(C)=O)c3ncc(-c4ccc(OC)c(OC)c4)n3c2)c1
39) O=C1CN2NC(=S)N(c3ccccc3)C2=CN1c1ccc(Cl)cc1
40) Nc1scc2c(C(=O)O)nn(-c3ccccc3)c(=O)c12
screen / no.	33	34	35	36	37	38	39	40
FadD28 binding	-0.1	-2.5	-0.4	-0.2	-0.2	0.4	-0.3	-1.7
BoNT A protease	-1.4	-4.5	1.6	?	0.0	0.2	0.1	0.2
BoNT F protease	-35	-17	-1	-5	3	0	-2	0
CCHFV vOTU inh	2	-13	-4	-4	7	7	-1	2
PrPC surface inh	2	-9	-4	9	1	-12	5	-3
PfHsp40 rescue	-0.3	0.3	-1.2	-0.1	-2.7	.	-1.1	1.9
Anthrax LF prot	-19	-2	-1	-6	2	1	0	0
Y pestis TopoI	7	0	3	2	-1	21	7	1
TcdB inh	1.0	0.9	.	0.7	-1.7	-1.1	0.8	1.3

41) O=C(/C=C/c1ccccc1)OCCCN=C1NS(=O)(=O)c2ccccc21
42) COc1c2ccoc2c(OC[C@@H](OC(C)=O)C(C)(C)O)c2oc(=O)ccc12
43) O=C(CSc1ccc2ccccc2c1)Nc1ncccn1
44) COc1ccc(CNC(=O)COC(=O)CCCOc2ccc(Cl)cc2Cl)cc1
45) CCOC(=O)c1c(C)[nH]c(C)c1C(=O)COC(=O)/C=C/c1cccc(F)c1
46) COc1ccccc1-c1c(C)nn2c(N3CCC(C(N)=O)CC3)cc(C)nc12
47) CCC(=O)Nc1ccccc1-c1nnn(CC(=O)N2c3ccccc3CC2C)n1 (stereo not given)
48) C=CCOc1ccc(CN(C)CC(=O)Nc2ccc3c(c2)CCC3)cc1
screen / no.	41	42	43	44	45	46	47	48
FadD28 binding	-1.8	-2.0	-1.1	-0.7	-2.5	-1.6	-2.6	-0.9
BoNT A protease	-0.7	-0.5	0.6	-1.2	-1.5	-0.7	1.0	-0.5
BoNT F protease	-6	2	-5	-4	-6	-5	6	-2
CCHFV vOTU inh	0	-6	7	11	10	-3	-15	4
PrPC surface inh	-6	-7	6	2	-9	-1	-5	2
PfHsp40 rescue	-1.3	-1.2	1.1	2.4	2.5	-0.8	0.8	-0.2
Anthrax LF prot	0	-2	-2	-3	-5	10	0	-2
Y pestis TopoI	16	-7	-6	13	20	-3	3	32
TcdB inh	1.8	0.8	.	.	.	0.2	0.7	0.8

Part of the list above in order of molecular weight, falling.
47) CCC(=O)Nc1ccccc1-c1nnn(CC(=O)N2c3ccccc3CC2C)n1 (stereo not given)
46) COc1ccccc1-c1c(C)nn2c(N3CCC(C(N)=O)CC3)cc(C)nc12
48) C=CCOc1ccc(CN(C)CC(=O)Nc2ccc3c(c2)CCC3)cc1
43) O=C(CSc1ccc2ccccc2c1)Nc1ncccn1
screen / no.	47	46	48	43
FadD28 binding	-2.6	-1.6	-0.9	-1.1
BoNT A protease	1.0	-0.7	-0.5	0.6
BoNT F protease	6	-5	-2	-5
CCHFV vOTU inh	-15	-3	4	7
PrPC surface inh	-5	-1	2	6
PfHsp40 rescue	0.8	-0.8	-0.2	1.1
Anthrax LF prot	0	10	-2	-2
Y pestis TopoI	3	-3	32	-6
TcdB inh	0.7	0.2	0.8	.

Later entries.
49) CCN(CC)C(CNC(=O)CSc1nnnn1-c1cccc(F)c1)c1ccco1 (stereo not given)
50) COc1ccc(NC(=O)c2cccnc2)c([N+](=O)[O-])c1
51) COc1ccc(CNC(=O)Cn2nc(C(F)(F)F)c(Br)c2C)cc1
52) N#CC1(NC(=O)CN2CCc3ccccc3C2)CCCC1
53) Cc1ccc(-c2nn(-c3ccccc3)cc2C(=O)N2CCN(c3ccccn3)CC2)cc1
54) O=C1C2C(C(=O)N1/N=C/c1cc([N+](=O)[O-])ccc1O)C1C=CC2C12CC2 (stereo not given)
55) COc1ccc(OC)c(N(CC(=O)Nc2ccccc2)S(=O)(=O)c2ccccc2)c1
screen / no.	49	50	51	52	53	54	55
FadD28 binding	-1.0	-1.5	-0.9	0.2	2.4	-1.8	0.5
BoNT A protease	0.7	0.3	-0.6	-0.1	-0.5	-0.2	-2.7
BoNT F protease	0	-1	-31	0	-10	-6	?
CCHFV vOTU inh	0	-5	-7	9	-5	-19	9
PrPC surface inh	3	1	-3	4	6	-5	-2
PfHsp40 rescue	-0.7	1.0	-2.4	-1.2	5.9	1.0	3.8
Anthrax LF prot	-6	2	12	-1	-2	-3	-6
Y pestis TopoI	4	-1	-19	6	10	-6	21
TcdB inh	-0.8	1.6	0.6	4.8	3.1	-0.9	1.0
